TRPC6 act: activates the mouse TRPC6 cation channel; 0.13% of 310,000 active; Q61143; AID 2550; HEK293-TRPC6 membrane potential dye fluorescence; hits give high values; B-score at 10 µM;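 active means B-score of the integrated fluorescence ratio above library mean plus 3 SD, and starting fluorescence ratio within library mean plus 5 SD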;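 further: higher score means more depolarization so channel activation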
Target sequence (Q61143 whole entry, looked up): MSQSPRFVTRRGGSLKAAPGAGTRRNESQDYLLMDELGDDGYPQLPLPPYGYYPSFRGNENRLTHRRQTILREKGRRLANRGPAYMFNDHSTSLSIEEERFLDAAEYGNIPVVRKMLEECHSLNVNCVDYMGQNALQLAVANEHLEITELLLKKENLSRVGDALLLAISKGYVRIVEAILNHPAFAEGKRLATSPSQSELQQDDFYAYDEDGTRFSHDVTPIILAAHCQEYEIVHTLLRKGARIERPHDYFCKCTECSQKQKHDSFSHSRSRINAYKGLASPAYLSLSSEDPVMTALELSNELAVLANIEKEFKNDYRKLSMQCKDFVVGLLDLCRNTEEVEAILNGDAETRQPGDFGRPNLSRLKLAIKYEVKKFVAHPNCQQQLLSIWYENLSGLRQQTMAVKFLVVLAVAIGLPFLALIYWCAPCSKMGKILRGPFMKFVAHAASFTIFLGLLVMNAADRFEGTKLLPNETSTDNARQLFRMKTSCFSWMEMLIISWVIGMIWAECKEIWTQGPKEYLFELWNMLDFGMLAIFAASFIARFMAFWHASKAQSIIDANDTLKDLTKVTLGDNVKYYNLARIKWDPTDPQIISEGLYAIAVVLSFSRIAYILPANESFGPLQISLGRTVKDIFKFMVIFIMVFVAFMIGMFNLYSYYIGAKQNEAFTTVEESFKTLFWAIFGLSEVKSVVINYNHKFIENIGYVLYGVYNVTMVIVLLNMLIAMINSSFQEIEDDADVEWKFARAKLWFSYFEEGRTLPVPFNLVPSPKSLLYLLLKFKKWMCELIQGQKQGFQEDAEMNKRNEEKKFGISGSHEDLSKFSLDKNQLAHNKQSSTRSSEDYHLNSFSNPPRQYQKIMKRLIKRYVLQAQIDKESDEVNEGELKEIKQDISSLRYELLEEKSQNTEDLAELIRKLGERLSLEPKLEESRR
MrgX1 agonist: activates human MrgX1 receptor signaling; Q96LB2; MrgX1-HEK293 cells, Fluo-4 calcium fluorescence, agonist mode; hits give high values; B-score at 10 µM; 0.44% of 310,000 active;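 active means calcium response B-score plate-corrected fluorescence ratio at least 3 library SD, with starting fluorescence B-score inside 5 SD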
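Assay system: MrgX1-expressing HEK293 cells / Amount: fifteen thousand cells per well / Doses: test compound in the initial addition of three / Timing: cells plated overnight, dye loaded 0.5 h 37 °C, 0.5 h room temperature / Technique: kinetic calcium dye fluorescence, Fluo-4 NW / Control set: positive and negative controls per plate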
TRPC4 agonist: opens the mouse TRPC4 cation channel; HEK293 TRPC4beta/mu-opioid, Fluo4 calcium fluorescence; hits give high values; B-score at 10 µM; 0.49% of 310,000 active;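 active means B-score above 5 SD of library B-scores, and initial fluorescence ratio not above library mean plus 5 SD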;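 further: positive B-score marks a calcium rise read as TRPC4 activation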
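System: HEK293 cells stably co-expressing mouse TRPC4beta and mu-opioid receptor; Schedule: Fluo4 dye loading 45 min at room temperature, 110 s recording; Detection: Fluo4 fluorescence, kinetic; Evaluation: B-scored integrated calcium fluorescence ratio; Controls: buffer (low) and maximal DAMGO (high).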
ANO1 activ: activators or potentiators of mouse TMEM16A chloride channel. HEK293 TMEM16A/YFP-H148Q/I152L, iodide quench fluorescence; hits give low values. B-score at 10 µM. 0.3% of 340,000 active;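 active means fluorescence-ratio B-score plate-corrected deviation score at least 3 library SD below zero, with starting fluorescence score within 5 deviations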;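 further: channel opened by trigger with iodide after compound preincubation; score built on the fluorescence ratio of max minus min over baseline; more negative score means more quench and so TMEM16A activation or potentiation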
TRPC4 block: blocks the mouse TRPC4 cation channel. Q9QUQ5. HEK293 TRPC4beta/mu-opioid, DAMGO-evoked Fluo4 calcium flux; hits give low values. B-score at 10 µM. 0.39% of 300,000 active. AID 2247;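 active means B-score over 3 SD under the library average, no early fluorescence shift, positive overall ratio signal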
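Assay system: HEK293 cells with stable TRPC4beta plus mu-opioid receptor expression. Dosing: single dose. Measured by: Fluo4 Ca2+ flux fluorescence. Also added: DAMGO in two steps, submaximal then maximal. Read-out: B score from integrated Fluo4 fluorescence ratio.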
TRPC4 potent: TRPC4 (mouse) allosteric potentiation | HEK293 TRPC4beta/mu-opioid, DAMGO EC20, Fluo-4 Ca2+ flux; hits give high values | B-score at 10 µM | 0.42% of 310,000 active | AID 2227;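 active means B-score of calcium response area above 5 SD of library B-scores, with initial fluorescence ratio within 5 SD of library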;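 further: B-score of integrated fluorescence ratio over time as area under calcium response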
MrgX1 allo act: human MrgX1 positive allosteric modulation, primary screen; 0.63% of 310,000 active; Q96LB2; B-score at 10 µM; AID 588675; MrgX1-HEK293, Fluo-4 calcium flux, FDSS; hits give high values;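 active means plate-corrected calcium response at least 3 library SD above typical, normal starting fluorescence, not activating the receptor alone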;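 further: compound read alongside a low EC10 to EC30 dose of BAM8-22 agonist; peak minus trough fluorescence over baseline measured at the second addition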
RGS4 inh: inhibitors of human RGS4; HEK293 M3R/RGS4 inducible, Fluo-4 calcium flux; hits give high values; triggered by carbachol at its EC20; B-score at 10 µM; 0.45% of 310,000 active; AID 463165;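 active means B-score, a plate-corrected calcium signal, over three deviations above library mean, with baseline fluorescence within five deviations of library mean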;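 further: RGS4 expression induced by doxycycline in cells with stable M3 receptor; B-score is computed from the integrated fluorescence ratio over baseline after carbachol; higher B-score means a larger calcium signal and so more RGS4 inhibition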
Target sequence (P49798 whole entry, looked up): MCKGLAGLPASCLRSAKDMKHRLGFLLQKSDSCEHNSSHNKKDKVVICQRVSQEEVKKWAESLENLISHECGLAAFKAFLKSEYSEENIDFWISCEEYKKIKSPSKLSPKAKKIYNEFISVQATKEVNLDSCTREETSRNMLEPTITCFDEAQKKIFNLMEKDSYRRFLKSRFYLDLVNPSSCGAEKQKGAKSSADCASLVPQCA
TRPC6 inh: mouse TRPC6 channel inhibition. HEK293-TRPC6, membrane potential dye, ACh-evoked depolarization; hits give low values. 1.1% of 310,000 active. B-score at 10 µM. Q61143. AID 2553;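 active means B-score under library mean minus 3 SD, initial fluorescence not abnormally high, positive integrated signal ratio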;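 further: B-score derived from integrated fluorescence ratio over the kinetic read; more negative B-score means stronger inhibition of depolarization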
MrgX1 antag: human MrgX1 receptor antagonism, primary screen. MRGX1-HEK293 calcium flux, Fluo-4, BAM8-22 antagonism; hits give low values. B-score at 10 µM. 1.3% of 310,000 active. Q96LB2;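 active means calcium-response B-score plate-corrected more than 3 library SD below zero, starting fluorescence within 5 deviations, no agonist response on first addition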;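 further: peak minus trough fluorescence over baseline after final BAM8-22 challenge near maximal dose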
ANO1 block: blocks the mouse calcium-activated chloride channel TMEM16A | Q8BHY3 | HEK293 TMEM16A/YFP iodide influx fluorescence, ionomycin | normalized B-score (activity score, 25-100; higher = stronger inhibition) at 10 µM | 1.2% of 310,000 active;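 active means ratio plate-corrected score three or more library SD toward inhibition, starting fluorescence score within five deviations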;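 further: score derived from kinetic fluorescence span divided by baseline fluorescence per well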
Active calls of the source: *; i = inactive; / = no result given.

| smiles | TRPC6 act | ANO1 block | ANO1 activ | MrgX1 antag | MrgX1 agonist | RGS4 inh | TRPC4 agonist | TRPC4 block | TRPC4 potent | TRPC6 inh | MrgX1 allo act |
| --- | --- | --- | --- | --- | --- | --- | --- | --- | --- | --- | --- |
| Cc1ccc(NC(=S)NNS(=O)(=O)c2ccc3ccccc3c2)cc1Cl | i | i | i | i | i | i | i | i | i | i | i |
| CCOC(=O)Cc1c(C)nc2c(-c3ccccc3)c(C)nn2c1C | i | i | i | i | i | i | i | i | i | i | i |
| Cc1ccc(CNC(=O)C2CCN(S(=O)(=O)c3ccc4nc5c(c(C(=O)O)c4c3)CC(C)CC5)CC2)cc1 (stereo not given) | i | i | i | i | i | i | i | i | i | i | i |
| CCCCCC(=O)Nc1cc(S(=O)(=O)N2CCOCC2)ccc1N1CCN(C)CC1 | i | i | i | i | i | i | i | i | i | i | i |
| CCOCCCNC(=O)CCCC1=NS(=O)(=O)c2ccccc2N1 | i | i | i | i | i | i | i | i | i | i | i |
| COc1cccc(-c2ccc(NC(=O)C3CCCN(Cc4cnc(C)n4C)C3)cc2)c1 (stereo not given) | i | i | i | i | i | i | i | i | i | i | i |
| O=C(O)C1CC=CCC1C(=O)Nc1cccc(Cl)c1 (stereo not given) | i | i | i | i | i | i | i | i | i | i | i |
| CCn1c(=O)c2c(nc(SCC(=O)Nc3ccccc3)n2C)n(C)c1=O | i | i | i | i | i | i | i | i | i | i | i |
| Cc1ccc(N=C2SCCCN2C(=O)c2ccco2)cc1Cl | i | i | i | i | i | i | i | i | i | i | i |
| CCOC(=O)c1ccccc1NC(=O)c1c(N)n(C)c(=O)[nH]c1=O | i | i | / | i | i | i | i | i | i | i | i |
| NC(=O)CSc1nc2cc(Cl)ccc2c(=O)n1C1CCCCC1 | i | i | i | i | i | i | i | i | i | i | i |
| CCN(CC)S(=O)(=O)c1cccc(C(=O)N[C@H](C(=O)NNC(=O)c2ccccc2)C(C)C)c1 | i | i | i | i | i | i | i | i | i | i | i |
| O=C(CSc1nnc(NC(=O)c2ccccc2Cl)s1)NC1CC1 | i | i | i | i | i | i | i | i | i | i | i |
| O=S(=O)(Cc1ccccc1)C1CCCCC1O (stereo not given) | i | i | i | i | i | i | i | i | i | i | i |
| Cc1sc2nc(SCc3nc(-c4cccs4)no3)n(-c3ccccc3)c(=O)c2c1C | i | i | i | i | i | i | i | i | i | i | i |
| COc1ccc(CCCC(=O)NCC(=O)N/N=C/c2cc(Cl)ccc2OC)cc1 | i | / | i | / | / | i | i | i | i | i | / |
| O=[N+]([O-])c1ccc(Sc2nnnn2-c2ccccc2)c(Cl)c1 | i | i | i | i | i | i | i | / | i | i | i |
| Cc1ccc(CNC(=O)C2CCCN2C(=O)Nc2ccc(F)cc2)cc1 (stereo not given) | i | i | i | i | i | i | i | i | i | i | i |
| Cc1[nH]ncc1-c1ccccc1Cl | i | i | i | i | i | i | i | i | i | i | i |
| O=C(CN1CCCCCCC1)Nc1ccc(Cl)cc1Cl | i | i | i | i | i | i | i | i | i | i | i |
| OC(CNCc1ccc(F)cc1)(c1ccccc1)c1ccc(F)cc1 (stereo not given) | i | i | i | i | i | i | i | i | i | i | i |
| Cc1ccc(NC(=O)C2COc3ccccc3O2)cc1 (stereo not given) | i | i | i | i | i | i | i | i | i | i | i |
| CC(=O)c1cccc(NC(=S)NC(=O)c2cccc(Cl)c2)c1 | i | 25* | i | i | i | i | i | i | i | i | i |
| COc1cccc(-n2cnc3sc(-c4ccccc4)cc3c2=O)c1 | i | i | i | i | i | i | i | i | i | i | i |
| CCCCc1c(O)nc2sccn2c1=O | i | i | i | i | i | i | i | i | i | i | i |
| CCCNC(=O)c1ccc(-c2nn(C)c(=O)c3ccccc23)cc1 | i | i | i | i | i | i | i | i | i | i | i |
| Cc1ccc(C(=O)n2nnc3ccccc32)cc1[N+](=O)[O-] | i | i | i | i | i | i | i | i | i | i | i |
| COc1ccc(NC(=S)N2CCOCC2)c(OC)c1 | i | i | i | i | i | i | i | i | i | i | i |
| COc1ccccc1CN(C)C(=O)c1sccc1-c1ccccc1 | i | i | i | i | i | i | i | i | i | i | i |
| CCCc1cc(=O)[nH]c(SCC(=O)N(Cc2ccccc2)C(C)C)n1 | i | i | i | i | i | i | i | i | i | i | i |

Next part.
| smiles | TRPC6 act | ANO1 block | ANO1 activ | MrgX1 antag | MrgX1 agonist | RGS4 inh | TRPC4 agonist | TRPC4 block | TRPC4 potent | TRPC6 inh | MrgX1 allo act |
| --- | --- | --- | --- | --- | --- | --- | --- | --- | --- | --- | --- |
| CCN1CCCC1CN(Cc1cc2cc(C)ccc2[nH]c1=O)C(=O)Nc1ccccc1OC (stereo not given) | i | i | i | i | i | i | i | / | i | i | i |
| COc1cc(NC(c2ccccc2)c2ccccc2)cc(OC)c1OC | i | i | i | i | i | i | i | i | i | i | i |
| COc1cc(C(=O)OCC(=O)Nc2cc(S(=O)(=O)N3CCOCC3)ccc2C)ccc1OCC(C)C | i | i | i | i | i | i | i | i | i | i | i |
| COC(=O)c1c(NC(=O)COc2ccc(Cl)cc2Cl)sc2c1CC(C)(C)NC2(C)C | i | i | i | i | i | i | i | i | i | i | i |
| COc1ccccc1NC(=O)C1CC(=O)N(c2ccc(F)cc2)C1 (stereo not given) | i | i | i | i | i | i | i | i | i | i | i |
| O=C(NCc1ccc2c(c1)OCO2)Nc1ccc2ccccc2c1 | i | i | i | i | i | i | i | i | i | i | i |
| COc1ccc(-c2nc3ccccc3nc2-c2ccccc2)cc1OC | i | i | i | i | i | i | i | i | i | i | i |
| CN1/C(=C/c2cccc[n+]2C)Sc2ccccc21 | i | i | i | i | i | i | i | i | i | i | i |
| Cn1cc(Cl)c(-c2n[nH]c(=S)n2C2CCCCC2)n1 | i | i | i | i | i | i | i | / | i | i | i |
| N#C/C(=N\Nc1ccc(S(=O)(=O)N2CCc3ccccc32)cc1)C(N)=S | i | i | i | i | i | i | i | i | i | i | i |
| COc1ccc(CCNC(=O)COC(=O)C23CC4CC(CC(Br)(C4)C2)C3)cc1 | i | i | i | i | i | i | i | i | i | i | i |
| COc1ccc(OCCCCn2c(CO)nc3ccccc32)cc1 | i | i | i | i | i | i | i | i | i | i | i |
| Cc1cc(C)n2nc(-c3cnn(C)c3C(F)(F)F)cc2n1 | i | i | i | i | i | i | i | i | i | i | i |
| O=S(=O)(c1cccs1)N1CCN(c2ccc(F)cc2)CC1 | i | i | i | i | i | i | i | i | i | i | i |
| CCN(Cc1ccccc1)C(=O)c1c[nH]c2ccc(S(=O)(=O)N(C)CCC#N)cc2c1=O | i | i | i | i | i | i | i | i | i | i | i |
| Cc1ccccc1-c1nnc(SCc2ccc(F)cc2)o1 | i | i | i | i | i | i | i | i | i | i | i |
| COc1ccccc1/C=N/N1CCN(c2ccc(Cl)cc2)CC1 | i | i | i | i | i | i | i | i | i | i | i |
| O=C(NCc1ccc(F)cc1)C1CCC(CNS(=O)(=O)c2ccccc2)CC1 (stereo not given) | i | i | i | i | i | i | i | i | i | i | i |
| O=C(Nc1ccccc1-c1nc2ccccc2[nH]1)c1sc2ccccc2c1Cl | i | i | / | i | i | i | i | i | i | i | i |
| N#C/C(=C\c1ccc(N2CCOCC2)cc1)c1ccccc1 | i | i | i | i | i | i | i | i | i | i | i |
| CC(NC(=O)C(C)(C)C)c1nc2ccccc2n1C (stereo not given) | i | i | i | i | i | i | i | i | i | i | i |
| Cc1cccc(OCC(O)CN2CC3(C)CC2CC(C)(C)C3)c1 (stereo not given) | i | i | i | i | i | i | i | i | i | i | i |
| CCC(C)CCN1C(Nc2ccccc2)=NC[C@@H]1C (stereo not given in full) | i | i | i | i | i | i | i | i | i | i | i |
| Cc1ccc(NC(=O)c2ccc(Oc3ncccn3)cc2)cc1 | i | i | i | i | i | i | i | i | i | i | i |
| Cn1cnc2c(N/N=C/c3cccs3)ncnc21 | i | i | i | i | i | i | i | i | i | i | i |
| CN(C(=O)c1ccc(N2CCOCC2)c([N+](=O)[O-])c1)C1CCCCC1 | i | i | i | i | i | i | i | i | i | i | i |
| COc1ccc(-c2c(NC(=O)c3ccco3)oc3ccc(Cl)cc3c2=O)cc1 | i | i | i | i | i | i | i | i | i | i | i |
| Cc1cc(-c2nc(C)c(C(=O)NNC(=O)NC(C)C)s2)no1 | i | i | i | i | i | i | i | i | i | i | i |
| CC(C)CCNC(=O)C1CCN(S(=O)(=O)c2ccc3c(c2)CCC(=O)N3)CC1 | i | i | i | i | i | i | i | i | i | i | i |
| CCCOc1ccc(/C(O)=C2/C(=O)C(=O)N(CCCn3ccnc3)C2c2cccnc2)cc1 (stereo not given) | i | i | i | i | i | i | i | i | i | i | i |

Next part.
| smiles | TRPC6 act | ANO1 block | ANO1 activ | MrgX1 antag | MrgX1 agonist | RGS4 inh | TRPC4 agonist | TRPC4 block | TRPC4 potent | TRPC6 inh | MrgX1 allo act |
| --- | --- | --- | --- | --- | --- | --- | --- | --- | --- | --- | --- |
| CCN(CC)CCCNC(=O)c1cc(-c2ccc(Cl)c(Cl)c2)on1 | i | i | i | i | i | i | i | i | i | -6.44* | i |
| CCN(CC)CCCN1C(=O)CSC1c1ccc([N+](=O)[O-])cc1 (stereo not given) | i | i | i | i | i | i | i | i | i | i | i |
| COc1cc(COCC(O)CN2CCN(Cc3ccccc3)CC2)cc(OC)c1OC (stereo not given) | i | i | i | i | i | i | i | i | i | i | i |
| CC(NCc1cc(Br)ccc1OCC(=O)NCc1ccccc1)c1ccccc1 (stereo not given) | i | i | i | i | i | i | 61* | -8* | i | i | i |
| O=C(NCc1ccc(Cl)cc1)C1CCCN(c2cnccn2)C1 (stereo not given) | i | i | i | i | i | i | i | i | i | i | i |
| CN1CCN(C(=O)c2ccc(Oc3ccc([N+](=O)[O-])cc3)cc2)CC1 | i | i | i | i | i | i | i | i | i | i | i |
| COCCCn1c(SCc2nnc(-c3ccc(OC)c(OC)c3)o2)nc2ccccc2c1=O | i | i | i | i | i | i | i | i | i | i | i |
| NC(=O)C1=C[C@@H](C2CCCCC2)C[C@@H](OCCCCO)O1 | i | i | i | i | i | i | i | i | i | i | i |
| Cc1ccc(-c2cc(C(=O)NCCCN3CCCC3)c3ccccc3n2)cc1C | i | i | i | i | i | i | i | i | 15* | i | i |
